Cardio protect: myocardial damage modulation in H9c2 cells | H9c2 cardiomyocytes, H2O2 injury protection, ATPLite, 2 h | protection from H2O2 cell death, % at 20 µM | actives 0.63% (n = 360,000);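 active = compounds giving at least 50% protection of heart cells from peroxide-induced death in the single-dose screen, raw or plate-pattern-corrected value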;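 also: 0% = DMSO wells with peroxide and 100% = DMSO wells without peroxide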
aDG glyco act: alpha-DG glycosylation activation | Pro5-aDG cells, alpha-DG glycosylation AlphaScreen (IIH6); 0% Pro5, 100% B10-LARGE cell signal | activation, % at 10 µM | actives 0.22% (n = 360,000) | AID 624168;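 active = activation of at least 8% versus controls, or a plate z-score of at least 8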;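 also: Pro5 are CHO cells carrying HIG-tagged alpha-DG that lacks glycosylation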
hiPSC survival: hiPSC single-cell survival enhancement. ATPlite luminescence; 100% = ROCK inhibitor wells, 0% = DMSO. survival enhancement, % at 20 µM. actives 0.044% (n = 360,000). AID 602274; in the data active = survival enhancement above about 18%;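 also: cells exposed to compounds for 16 hours before the ATP read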
ABCB6 inh MLPCN: blocks the human ABCB6 transporter. fluorescence ratio to DMSO, % at 10 µM. AID 602162. K562-ABCB6 porphyrin accumulation, flow cytometry, 1 h; stronger effect = lower value. actives 0.19% (n = 360,000);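 active = fluorescence ratio to DMSO below 75%, the collection mean minus 3 SD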;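 also: signal is porphyrin accumulated inside mitochondria; 100% equals median channel fluorescence of DMSO control wells; lower ratio means ABCB6 inhibition with less porphyrin fluorescence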
PDI turbidity: inhibitors of human protein disulfide isomerase | actives 0.052% (n = 350,000) | P07237 | AID 588391 | inhibition, % at 10 µM | PDI insulin aggregation turbidity, A650, 90 min;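 active = mean inhibition across replicates of 30% or more, whatever share of single replicates reach that level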;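 also: absorbance from insulin aggregation driven by PDI reduction with DTT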
Target sequence (P07237 whole entry, looked up): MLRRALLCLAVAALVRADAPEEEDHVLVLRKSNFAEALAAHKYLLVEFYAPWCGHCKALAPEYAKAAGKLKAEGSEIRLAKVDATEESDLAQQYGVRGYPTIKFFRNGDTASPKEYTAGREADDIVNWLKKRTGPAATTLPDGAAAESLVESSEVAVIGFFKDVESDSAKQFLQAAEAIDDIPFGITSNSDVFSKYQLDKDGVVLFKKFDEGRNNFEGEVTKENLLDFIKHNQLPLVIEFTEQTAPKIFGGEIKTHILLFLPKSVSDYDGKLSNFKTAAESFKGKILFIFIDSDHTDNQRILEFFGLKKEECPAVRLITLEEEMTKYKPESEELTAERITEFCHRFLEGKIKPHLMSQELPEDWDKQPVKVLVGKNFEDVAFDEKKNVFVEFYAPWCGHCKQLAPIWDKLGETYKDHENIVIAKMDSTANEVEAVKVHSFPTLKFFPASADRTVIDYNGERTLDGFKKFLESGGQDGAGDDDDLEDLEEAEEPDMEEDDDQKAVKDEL
N-glyco inh: blocks N-linked glycosylation in D54 reporter cells. D54 ERlucT glycosylation luciferase reporter, 24 h; percent of 100 nM tunicamycin response. reporter increase, % at 12.5 µM. actives 0.23% (n = 360,000). AID 588692;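 active = mean luciferase reporter signal, scaled so untreated is 0 and the glycosylation-blocking control 100, at or above a set limit in every replicate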;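 also: luciferase carries N-glycosylation sites so blocking glycosylation raises the light; 0% = median of neutral control wells and 100% = median of 100 nM tunicamycin wells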
Exocytosis inh: lytic granule exocytosis inhibition; TALL-104 LAMP-1 surface exposure, flow cytometry; cells stimulated with thapsigargin and PMA; AID 651702; actives 0.66% (n = 360,000); inhibition, % at 10 µM;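 active = inhibition above about 55%, limit read from the data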
Vif inh: inhibitors of HIV Vif; HEK293T cells, Vif self-association by quenched fluorescence, imaging, 24 h; inhibition, % at 7.49 µM; actives 0.35% (n = 340,000); AID 602346; in the data active = inhibition above about 50%, passing the limit was not always enough; also: some results filed as inactive read as strong as hits
CaV13 FRET inh: Primary screen for inhibitors of IQ motif and Ca2+-dependent inactivation inhibitor domain binding in CACNA1D, Förster resonance energy transfer in living cells, …; HEK cells, CFP/YFP FRET ICDI-IQ, plate reader, 10 min; percent FRET-ratio fall versus neutral wells; inhibition, % at 12.3 µM; actives 0.098% (n = 340,000);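 active = mean replicate inhibition of at least 30% and at least 1% of replicates passing that level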;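 also: 0% = median of the neutral control wells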
HTR2A ag: activates the mouse 5-HT2A serotonin receptor | P35363 | CHO-K1 mHTR2A beta-arrestin complementation, luminescence; percent of 30 µM serotonin response | activation, % at 7.6 µM | AID 624169 | actives 0.66% (n = 360,000);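 active = activation above a run cutoff, the mean activation of all tested compounds plus 3 SD, cut at about 14% in these data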;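 also: 0% = plate median of compound wells and 100% = 30 µM serotonin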
Target sequence (P35363 whole entry, looked up): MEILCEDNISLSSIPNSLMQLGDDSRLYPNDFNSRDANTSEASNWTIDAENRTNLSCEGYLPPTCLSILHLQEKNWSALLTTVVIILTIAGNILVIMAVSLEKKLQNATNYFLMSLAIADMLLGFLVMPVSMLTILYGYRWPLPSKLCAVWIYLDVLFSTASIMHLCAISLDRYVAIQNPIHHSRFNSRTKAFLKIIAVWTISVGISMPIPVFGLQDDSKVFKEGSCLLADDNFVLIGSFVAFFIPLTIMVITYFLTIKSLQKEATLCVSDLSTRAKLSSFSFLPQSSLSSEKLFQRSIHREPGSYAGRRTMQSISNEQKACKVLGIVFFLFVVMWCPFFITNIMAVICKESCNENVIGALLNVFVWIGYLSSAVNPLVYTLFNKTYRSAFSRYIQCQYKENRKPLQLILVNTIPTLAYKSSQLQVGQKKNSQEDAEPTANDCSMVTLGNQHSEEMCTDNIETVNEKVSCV
The depositor's hits bear a star; i = inactive; nt = not tested or not shown. Rows are unselected (roughly 3.1% active in at least one column).

The first 5 entries as a preview:
SMILES | Cardio protect | aDG glyco act | hiPSC survival | ABCB6 inh MLPCN | PDI turbidity | N-glyco inh | Exocytosis inh | Vif inh | CaV13 FRET inh | HTR2A ag
COc1cccc(NC(=O)CSc2nnc(C)s2)c1 | -1 | -0.4 | -1.6 | 92 | -1 | 1 | 2 | 29 | -5 | 1
Cc1cccc(C)c1NC(=O)CNC(=O)c1ccc(N2CCCC2)c([N+](=O)[O-])c1 | 11 | -0.2 | 0.3 | 100 | -5 | 1 | -1 | 1 | -5 | -7
NC(=S)Nc1cccc2cccnc12 | 10 | 0.1 | -0.4 | 97 | -1 | 0 | 25 | 1 | -6 | -6
CCN(CC)CCNC(=O)c1ccc(NC(=O)c2ccc(-n3cncn3)c([N+](=O)[O-])c2)cc1 | -3 | -0.2 | -1.6 | 84 | -3 | 3 | -11 | -4 | -6 | 5
CN1CCc2c(sc(/N=C/c3cccs3)c2C(N)=O)C1 | -2 | 0.1 | 2.9 | 108 | 4 | 1 | 0 | i | nt | 0

Results, repeating the preview:
SMILES | Cardio protect | aDG glyco act | hiPSC survival | ABCB6 inh MLPCN | PDI turbidity | N-glyco inh | Exocytosis inh | Vif inh | CaV13 FRET inh | HTR2A ag
COc1cccc(NC(=O)CSc2nnc(C)s2)c1 | -1 | -0.4 | -1.6 | 92 | -1 | 1 | 2 | 29 | -5 | 1
Cc1cccc(C)c1NC(=O)CNC(=O)c1ccc(N2CCCC2)c([N+](=O)[O-])c1 | 11 | -0.2 | 0.3 | 100 | -5 | 1 | -1 | 1 | -5 | -7
NC(=S)Nc1cccc2cccnc12 | 10 | 0.1 | -0.4 | 97 | -1 | 0 | 25 | 1 | -6 | -6
CCN(CC)CCNC(=O)c1ccc(NC(=O)c2ccc(-n3cncn3)c([N+](=O)[O-])c2)cc1 | -3 | -0.2 | -1.6 | 84 | -3 | 3 | -11 | -4 | -6 | 5
CN1CCc2c(sc(/N=C/c3cccs3)c2C(N)=O)C1 | -2 | 0.1 | 2.9 | 108 | 4 | 1 | 0 | i | nt | 0
Cc1nc(NC(=O)/C=C/c2ccccc2)n[nH]1 | 0 | -0.1 | -2.4 | 107 | -1 | 15 | 1 | 26 | -18 | -1
COc1cccc2cc(C(=O)N3CCC(C)CC3)c(=O)oc12 | 10 | 0.2 | -0.2 | 108 | nt | 0 | 3 | 9 | -2 | 1
CN(C)C/C=C/C(O)(c1ccccc1)c1ccccc1 | -1 | 0.1 | -0.2 | 94 | 15 | -3 | -3 | -3 | -4 | -7
O=C(CN1C(=O)/C(=C/c2cccc(Br)c2)SC1=S)Nc1cccnc1 | -4 | -0.4 | 3.9 | 107 | -20 | -1 | -1 | -3 | -8 | -4
CCn1c(SCC(=O)C(C)(C)C)nnc1-c1ccccc1OC | -3 | -0.1 | 3.6 | 89 | 8 | -1 | 0 | -15 | -7 | -2
CCCOc1ccc(N2C(=O)CC(N(CCc3ccc(OC)cc3)C(=O)c3ccccc3)C2=O)cc1 (configuration not stated) | -3 | 0.2 | -0.1 | 94 | -1 | -4 | 3 | 10 | -4 | -2
COc1ccc(CCN2C(=O)C3C4CCC(C4=C(C)C)C3C2=O)cc1OC (configuration not stated) | -2 | -0.1 | 0.4 | 89 | 2 | -3 | 2 | 0 | -4 | 2
CC(C)COc1cccc(C(=O)N(CC(=O)Nc2ccccc2C(F)(F)F)Cc2ccco2)c1 | -8 | 0.2 | -0.6 | 100 | 0 | -3 | 2 | -13 | -2 | 7
CC(C)c1cccc(C(C)C)c1NC(=O)c1ccc(-c2cc(Cl)ccc2Cl)o1 | -12 | 0.1 | 1.1 | 98 | 2 | -4 | 1 | -17 | -10 | -4
O=S(=O)(NCc1cc(-c2ccccc2)no1)c1ccccc1Cl | -6 | -0.1 | 0.1 | 99 | 3 | -1 | -2 | 0 | -9 | -2
COc1ccc(S(=O)(=O)NCc2cc(=O)n(C)c(=O)n2C)cc1F | -6 | 0.2 | 1.2 | 97 | -3 | -2 | -1 | -6 | -3 | -3
CC1(C(=O)Nc2ccc3nc[nH]c3c2)CCN1C(=O)CCc1ccccc1 (configuration not stated) | 7 | -0.3 | -1.0 | 100 | -5 | -1 | 1 | nt | -9 | -3
CCCNC(=O)N1C2=NC(C(=O)OC)=C(C(=O)OC)[C@@H]3N(Cc4ccccc4)c4ccccc4[C@]23C[C@H]1CO | 3 | -0.2 | 0.0 | 91 | -1 | 2 | -8 | nt | -4 | 5
COc1ccc(-n2nnnc2S(=O)(=O)CC(=O)N2CCCCC2)cc1 | -13 | -0.1 | -3.1 | 98 | 0 | -9 | 60* | 13 | -7 | 3
Cc1cc(NC(=O)CSc2nnc(-c3ccc(S(=O)(=O)N4CCCC4)cc3)n2C)no1 | 3 | -0.1 | 0.4 | 97 | -3 | 2 | 0 | 10 | -5 | 18*
Cc1cc(C)c(C)c(C(=O)c2ccccc2C(=O)O)c1C | 8 | -0.4 | -0.2 | 98 | -9 | 3 | 1 | -5 | -6 | 1
Cc1c(O)ccc(/C=N/Nc2ncccc2[N+](=O)[O-])c1O | 15 | 5.8* | -0.6 | 106 | -2 | -9 | -1 | -1 | -4 | -1
COc1cc(Cl)c(C)cc1NC(=O)CSc1sc2c(O)cc(=O)[nH]c2c1C#N | 6 | -0.3 | -0.5 | 99 | 13 | 1 | -12 | 23 | -3 | -1
CC(C)c1ccc(OCC(=O)N(c2ccccn2)C2CCCCC2)cc1 | -6 | 0.4 | -0.3 | 92 | 18 | -2 | 5 | -3 | -6 | 1
CCc1nn(CCCC(=O)NCc2ccccc2C)c(=O)c2cc3occc3n12 | -4 | 0.0 | -0.3 | 99 | -1 | 2 | -3 | 1 | -7 | 1
CC1CN(S(=O)(=O)c2cccc(-c3cn4ccccc4n3)c2)CC(C)O1 (configuration not stated) | -4 | 0.2 | 0.5 | 98 | -2 | -1 | -3 | 4 | -7 | -3
CCCc1cc(=O)[nH]c(SCC(=O)Nc2ccc(OC)c(S(=O)(=O)N3CCCCC3)c2)n1 | 0 | 0.0 | 0.3 | 98 | 6 | 1 | 4 | -7 | -5 | 1
O=C(NN=C1CCCCC1)NC1CCCCC1 | 8 | -0.2 | 0.5 | 102 | -1 | 2 | -1 | -1 | -4 | 2
Cc1ccc(S(C)(=O)=O)cc1C(=O)N1CC(C(N)=O)Oc2ccccc21 (configuration not stated) | 2 | 0.0 | -0.3 | 109 | -3 | 0 | 13 | 21 | -2 | -2
CN(C)C(=S)NC(=O)C12CC3(C)CC(C)(CC(C)(C3)C1)C2 | -5 | 0.2 | -0.2 | 99 | 7 | 2 | -4 | -3 | -18 | -3

Whole records as entered above. Order of screens: Cardio protect	aDG glyco act	hiPSC survival	ABCB6 inh MLPCN	PDI turbidity	N-glyco inh	Exocytosis inh	Vif inh	CaV13 FRET inh	HTR2A ag
`CCCc1cc(=O)[nH]c(SCC(=O)Nc2ccc(OC)c(S(=O)(=O)N3CCCCC3)c2)n1` in the list: 0	0.0	0.3	98	6	1	4	-7	-5	1
`Cc1cc(NC(=O)CSc2nnc(-c3ccc(S(=O)(=O)N4CCCC4)cc3)n2C)no1` in the list: 3	-0.1	0.4	97	-3	2	0	10	-5	18*
`COc1cc(Cl)c(C)cc1NC(=O)CSc1sc2c(O)cc(=O)[nH]c2c1C#N` in the list: 6	-0.3	-0.5	99	13	1	-12	23	-3	-1

Carrying on:
SMILES | Cardio protect | aDG glyco act | hiPSC survival | ABCB6 inh MLPCN | PDI turbidity | N-glyco inh | Exocytosis inh | Vif inh | CaV13 FRET inh | HTR2A ag
COc1ccccc1NC(=O)C1=C(C)Nc2nc(CCCO)nn2C1c1cccnc1 (configuration not stated) | 1 | -0.2 | -0.2 | 94 | 9 | 2 | 0 | 2 | nt | 6
COc1ccc(C(=O)N/C(=C/c2cccnc2)C(=O)NCc2ccco2)cc1OC | 0 | -0.1 | 0.8 | 97 | -3 | 2 | -5 | -4 | -5 | 2
CCCCC(=O)Nc1ccc(N2CCN(S(C)(=O)=O)CC2)cc1 | 3 | 0.0 | -2.5 | 88 | 3 | 1 | -2 | 2 | -3 | 4
O=C(Nc1ccc(Cl)cc1)C1=Cc2cc(Cl)ccc2OC1 | -34 | 0.0 | 0.5 | 92 | -4 | -1 | 0 | 0 | nt | -7
O=C(CSc1nnc(Cc2cc(=O)[nH]c(=O)[nH]2)n1-c1ccccc1)N1CCCC1 | -7 | -0.5 | 3.2 | 101 | 17 | -1 | 1 | -12 | nt | 2
O=c1cc(-c2ccccc2)[nH]n1-c1nc2ccccc2s1 | 48 | -0.4 | -2.0 | 98 | 4 | 3 | 1 | 15 | nt | -2
CC(=O)c1c(OC(=O)c2ccc(C)cc2)c2ccccc2n1C | 5 | 0.1 | 7.4 | 97 | -20 | 1 | -4 | 2 | -8 | -2
CC(C)(C)c1ccc(C(=O)CC(Sc2ccc(Cl)cc2)C(=O)O)cc1 (configuration not stated) | -8 | -0.2 | -2.9 | 99 | 16 | 1 | 52 | 1 | -8 | -8
CC(C)CC(N=C1NC(C)(C)Cc2ccccc21)C(=O)O (configuration not stated) | -3 | 0.3 | 0.9 | 100 | -2 | 4 | -1 | -1 | -8 | 3
COc1ccc(C(=O)Nc2cccc(-c3ccc4nncn4n3)c2)cc1OC | 18 | -0.1 | -0.8 | 100 | 5 | 1 | -3 | 0 | -15 | 3
O=C(CS(=O)(=O)c1cn(CC(=O)N2CCOCC2)c2ccccc12)Nc1ccccc1 | 10 | 0.0 | -0.5 | 99 | 5 | 2 | -9 | 5 | -6 | -3
O=C1NC[C@@H](Cc2ccc(O)cc2)N(CCc2cccc3ccccc23)C1=O | 5 | -0.1 | 5.1 | 86 | 14 | -1 | -5 | nt | -11 | 7
N#Cc1ccc(Oc2cnccn2)cc1 | -2 | 0.2 | -0.2 | 99 | -2 | -1 | 3 | 20 | -2 | 2
O=C(c1cc2ccccc2o1)N1CCN(c2cccc(C(F)(F)F)c2)CC1 | -5 | -0.1 | 0.1 | 105 | 5 | 3 | 0 | -3 | nt | 9
COc1ccc2c(c1)cc(C(=O)N[C@H](C(=O)N1CCC(C(=O)O)CC1)C(C)C)n2C | -3 | -0.1 | -0.4 | 98 | 2 | 2 | 0 | -2 | -13 | 2
Cc1cc(=O)oc2cc(OC(=O)c3nn(C(C)C)c(=O)c4ccccc34)ccc12 | 30 | -0.1 | 0.2 | 80 | -16 | -1 | -1 | -1 | -5 | 8
CCN(CC)c1nc(N)c([N+](=O)[O-])c(NCCO)n1 | 3 | -0.2 | 0.2 | 107 | 0 | 1 | 2 | 6 | -5 | -2
CCS(=O)(=O)Nc1ccc(C2=NN(S(=O)(=O)CC)C(c3cccs3)C2)cc1 (configuration not stated) | -4 | 0.0 | -0.4 | 104 | -1 | -2 | 3 | 13 | -14 | -12
Cn1cc(S(=O)(=O)NCc2ccc3c(c2)OCO3)c(C(F)(F)F)n1 | 0 | 0.3 | -0.3 | 96 | -11 | 1 | 0 | -3 | nt | 1
Cc1cc(C)c2c(n1)SCC(=O)N2CC(=O)Nc1ccc(Br)c(C)c1 | 2 | -0.2 | -0.1 | 93 | -5 | 1 | -2 | 11 | -16 | 6

High-throughput results as filed in PubChem BioAssay.
